FXIa inh: blocks human coagulation factor XIa activity. purified human FXIa, fluorogenic AMC substrate cleavage. 0.3% of 33,000 active. inhibition, % at 10 µM. P03951. AID 687;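 active = inhibition above 40% in the primary screen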;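 also: 0% = enzyme without compound and 100% = blank wells lacking enzyme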
FXIIa inh: inhibitors of human coagulation factor XIIa | inhibition, % at 10 µM | purified human FXIIa, AMC substrate fluorescence, 2 h | 0.2% of 33,000 active | P00748; in the data active = inhibition above about 30%;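 also: 0% = enzyme with vehicle only and 100% = no enzyme blank; many of its hits are not listed in these tables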
Target sequence (P00748 20-372 limits assumed): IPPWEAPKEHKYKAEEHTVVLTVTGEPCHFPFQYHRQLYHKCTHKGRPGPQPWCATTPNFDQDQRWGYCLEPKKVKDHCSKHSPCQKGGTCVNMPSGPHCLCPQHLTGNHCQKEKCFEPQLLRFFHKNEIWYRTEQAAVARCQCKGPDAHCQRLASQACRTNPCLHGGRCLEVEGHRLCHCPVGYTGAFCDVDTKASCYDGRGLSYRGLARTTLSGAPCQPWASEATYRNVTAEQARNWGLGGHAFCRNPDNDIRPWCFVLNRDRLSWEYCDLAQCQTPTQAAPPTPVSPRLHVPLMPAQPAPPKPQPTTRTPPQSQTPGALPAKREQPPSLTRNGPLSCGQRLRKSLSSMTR
Target sequence (P00748 373-615 limits assumed): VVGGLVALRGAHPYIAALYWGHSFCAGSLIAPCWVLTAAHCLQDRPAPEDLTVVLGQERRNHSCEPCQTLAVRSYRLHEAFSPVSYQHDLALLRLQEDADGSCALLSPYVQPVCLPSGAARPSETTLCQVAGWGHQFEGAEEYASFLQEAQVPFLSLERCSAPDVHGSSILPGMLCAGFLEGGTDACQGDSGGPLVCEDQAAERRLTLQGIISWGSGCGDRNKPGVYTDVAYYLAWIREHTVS
* marks the source's active call; other numbers are inactive results. Not all compounds are listed; rates above refer to the full screens.

FXIa inh	FXIIa inh	Compound
-2	-12	COc1ccccc1N1CCN(S(=O)(=O)c2ccc3c4c(cccc24)C(=O)N3C)CC1
-3	4	C=CCOc1c(CNn2nnnc2N)cccc1OC
-1	1	CCn1nnc(NC(=O)c2sc3ccccc3c2Cl)n1
-3	9	Cc1ccccc1-n1c(=O)c2ccccc2n2cnnc12
-5	5	CCSc1nnc(NC(=O)c2ccc(Br)s2)s1
1	5	Cc1occc1C(=O)NC(C)C(C)(C)C (configuration not stated)
-8	11	CCOc1cccc2sc(NC(=O)CC)nc12
2	6	CC(=O)c1ccc(N2CCN(C(=O)c3ccco3)C(C)C2)c(F)c1 (configuration not stated)
7	6	CCOC(=O)c1c(C2COc3ccccc3O2)csc1N (configuration not stated)
-4	4	COc1ccc(OC)c(N(CC(=O)Nc2ccc3c(c2)OCO3)S(=O)(=O)c2ccccc2)c1
-5	5	FC(F)(F)c1cccc(OCCOCCn2cncn2)c1
-10	4	O=C1OCCC1Sc1nnnn1-c1ccccc1 (configuration not stated)
2	14	Cc1ccc2nc(SCCC(=O)O)cc(C)c2c1
4	7	Cc1[nH]n(-c2ccccc2)c(=O)c1/C=N/n1c(C)nc2ccccc2c1=O
3	13	CC(C)CCNC(=O)NC(=O)Cn1cc(C(F)(F)F)ccc1=O
5	6	CCn1c2c(c3cc(C(=O)O)ccc31)CCCC2=O
9	3	CCn1c(SC(C)C(=O)O)nnc1-c1cccnc1 (configuration not stated)
-5	-9	CS(=O)(=O)Nc1ccccc1C(=O)Nc1cc(Cl)cc(Cl)c1
1	-10	CCN(CC)CCN1C(=O)c2ccccc2NC1c1ccc(F)cc1 (configuration not stated)
-4	3	COc1ccc(CC(=O)NCc2cccs2)cc1OC
-2	1	CN(Cc1ccccc1)C(=O)CSc1nc2c(c(C(F)(F)F)n1)CCc1ccccc1-2
-3	0	Clc1ccc(CSc2nnc(-c3cccnc3)n2Cc2ccco2)c(Cl)c1
-5	0	CC(C)NS(=O)(=O)c1ccc(OCC(=O)N(C)Cc2ccccc2)cc1
5	4	O=C1c2ccccc2C(=O)c2c1oc(C(F)(F)F)c2C(=O)c1ccccc1
-5	2	CSc1ccccc1C(=O)Nc1ncc(C)s1
0	-3	CCN1CCN(C(=S)Nc2ccccc2Cl)CC1
-11	-5	CCSc1nnc([C@H](Cc2c[nH]c3ccccc23)NC(=O)OC(C)(C)C)o1
-2	-4	CCCCOC(=O)CCc1nc2ccccc2[nH]c1=O
-3	-9	N#Cc1c(N2CCN(C(=O)c3ccccc3)CC2)nc(-c2ccccc2)c2c1CCCC2
-4	-11	C=CCSc1nc2ccccc2n1S(=O)(=O)c1ccc(C)cc1
-2	8	CC(C)(C)NC(=O)c1nc2ccccc2s1
-8	6	CCN(C(=O)CSc1nc2ccccc2n1CCc1ccccc1)C1CCS(=O)(=O)C1 (configuration not stated)
-6	10	CCOC(=O)c1ccccc1NC(=O)c1nc2nccc(C)n2n1
30	-16	Cc1nc(SCC(=O)N2c3ccccc3Sc3ccccc32)n[nH]1
-1	13	Cc1ccc(C(=O)N(Cc2ccc3c(c2)OCO3)Cc2nc3ccccc3c(=O)[nH]2)cc1
1	-3	CCOC(=O)c1c(C)cc(C)n2c1nc1ccccc12
-6	0	O=C(CSc1nnnn1-c1ccccc1)Nc1ncc2c(n1)CC(c1ccccc1)CC2=O (configuration not stated)
-3	-15	Cc1ccc(C(C)C)c(OCc2nnc(SCC(=O)Nc3nccs3)n2C)c1
9	7	Nc1cc2c(cc1C(=O)c1ccc(Cl)cc1)OCCO2
-1	-4	COc1cccc(C2C(=O)N(C3CCCCC3)CC(=O)N2Cc2ccc(F)cc2)c1 (configuration not stated)

Whole records, quoted from the list. Values in the order: FXIa inh | FXIIa inh
Cc1[nH]n(-c2ccccc2)c(=O)c1/C=N/n1c(C)nc2ccccc2c1=O in the list: 4 | 7
CCN1CCN(C(=S)Nc2ccccc2Cl)CC1 in the list: 0 | -3
CCOc1cccc2sc(NC(=O)CC)nc12 in the list: -8 | 11
CCN(C(=O)CSc1nc2ccccc2n1CCc1ccccc1)C1CCS(=O)(=O)C1 (configuration not stated) in the list: -8 | 6
CCN(CC)CCN1C(=O)c2ccccc2NC1c1ccc(F)cc1 (configuration not stated) in the list: 1 | -10

(further entries)
FXIa inh	FXIIa inh	Compound
12	5	COc1cc(NS(=O)(=O)c2ccc(NC(=S)NC(=O)C(C)(C)C)cc2)nc(OC)n1
-2	7	COCC(C)n1c(-c2ccc3c(c2)NC(=O)CO3)csc1=Nc1ccc(OC(F)F)cc1 (configuration not stated)
-7	3	Cc1c(C)[n+](=O)c2c(n1[O-])CCC2
0	4	COC(=O)C1=C(C)NC2=C(C(=O)CCC2)C1c1cccs1 (configuration not stated)
-1	8	N#Cc1cnn(Cc2ccc(Cl)cc2)c1N
3	4	COc1ccc(-c2nnn(Cc3nc(N)nc(N4CCOCC4)n3)n2)cc1OC
5	9	CCOC(=O)C1CCCN(C(=O)c2cccs2)C1 (configuration not stated)
-7	-13	CC(C)CCNc1nc(-c2ccco2)c2c(c1C#N)CCCC2
9	16	CC(=O)Nc1ccc(-c2nnc(SCc3ccc(C)cc3)n2C)cc1
3	1	CCNC(=O)NC(=O)CSc1nc2ccccc2n1CCOC

A section from further up, as a working copy:
FXIa inh	FXIIa inh	Compound
-2	7	COCC(C)n1c(-c2ccc3c(c2)NC(=O)CO3)csc1=Nc1ccc(OC(F)F)cc1 (configuration not stated)
-7	3	Cc1c(C)[n+](=O)c2c(n1[O-])CCC2
0	4	COC(=O)C1=C(C)NC2=C(C(=O)CCC2)C1c1cccs1 (configuration not stated)
-1	8	N#Cc1cnn(Cc2ccc(Cl)cc2)c1N
3	4	COc1ccc(-c2nnn(Cc3nc(N)nc(N4CCOCC4)n3)n2)cc1OC
5	9	CCOC(=O)C1CCCN(C(=O)c2cccs2)C1 (configuration not stated)
-7	-13	CC(C)CCNc1nc(-c2ccco2)c2c(c1C#N)CCCC2

More records follow:
FXIa inh	FXIIa inh	Compound
-6	2	CCOC(=O)C1CCN(C(=O)CCNC(=O)c2cc(OC)c(OC)c(OC)c2)CC1
-5	3	COc1ccc(-c2cc3nc(C)cc(NCCO)n3n2)cc1
-1	4	COc1ccc(NC(=O)CN2CCN(c3ccccc3Cl)CC2)cc1
-3	6	O=C(CNS(=O)(=O)c1ccc(Br)s1)N1CCN(c2ncccn2)CC1
-15	-12	O=C(CCN1CCCC1Cc1ccccc1)c1ccc2c(c1)OCCO2 (configuration not stated)
-12	-14	CCN(CC)c1ccc(-c2nc3cnccn3c2NC2CCCC2)cc1
-3	11	CCCCC(=O)Nc1cccc(NC(=O)C(C)C)c1
-3	8	Cc1ccc(CNC(=O)CCNS(=O)(=O)c2cccs2)cc1
-1	24	Cc1cc(C)c(NC(=O)CN2C(=O)NC3(CCCCC3)C2=O)c(Cl)c1
5	5	CCn1c(SCC(=O)Nc2ccc3c(c2)OCCO3)nnc1-c1ccccn1
-1	11	Cn1c(/C=C/c2ccc([N+](=O)[O-])o2)nc2ccccc2c1=O
-11	-12	CC(NCCc1ccc(O)cc1)C(O)c1ccc(O)cc1 (configuration not stated)
4	-10	Cc1cccn2cc(CSc3ccccc3N)nc12
-10	6	COc1ccc2c(c1)[nH]c1c(=O)n(Cc3ccccn3)cnc12
-10	6	Cc1ccc(N2C(=O)c3ccc(C(=O)Nc4cccnc4)cc3C2=O)c(C)c1
-1	2	C=C(C)C1CC=C(C)/C(=N/NC(=O)COc2cccc(C)c2)C1 (configuration not stated)
0	0	COc1cc2c(cc1OC)CN(CC(=O)Nc1ccccc1C#N)CC2
-4	-1	CCCCCCCOc1ccc(OC(=O)c2ccncc2)cc1
7	10	O=C(c1cc(C2CC2)on1)N1CCN(c2ccccc2)CC1
3	-2	S=c1nc(-c2ccco2)[nH][nH]1
19	-13	Cc1cc(OCCCCN2C(=O)NC(C)(C)C2=O)cc(C)c1Cl
5	6	CCNc1nc(N)nc(Oc2ccc(C(=O)OC)cc2)n1
6	6	COC(=O)Cc1c(C)nc2nc(NCc3c(F)cccc3Cl)[nH]n2c1=O
-1	-8	Cc1cccc(C(=O)O/N=C(\N)Cc2ccc([N+](=O)[O-])cc2)c1
-7	9	COc1ccc(OCCCc2c(C)n[nH]c2C)cc1
1	2	CSc1nnc(NC(=O)CCc2ccccc2)s1
0	5	C=CCn1c(SCC(=O)Nc2cc(C)on2)nc2sc(C)c(C)c2c1=O
-12	7	CC1=CC(=O)C=CC1(C)C(Cl)Cl (configuration not stated)
4	6	N#Cc1c(NC(=O)c2ccc(Cn3cc(Br)cn3)o2)sc2c1CCCCCC2
-4	8	COCCN(CC(=O)Nc1cccc(C)c1)S(=O)(=O)c1ccc(S(=O)(=O)N2CCCC2)cc1
-3	-19	Cc1nnc2n(-c3ccc(Cl)cc3)c(=O)c3c4c(sc3n12)CN(C)CC4
-4	6	Nc1nnc(CCOc2ccc(Cl)cc2)s1
-1	8	Cc1cc(NC(=O)CSc2nc(C3CC3)nc3sc(C)c(C)c23)no1
3	5	Cc1cc(C)c(S(=O)(=O)N2CCN(c3nc4c(c(=O)n(C)c(=O)n4C)n3C)CC2)c(C)c1
23	-13	CC(C)N1C(=O)CC(Nc2ccc(N3CCOCC3)cc2)C1=O (configuration not stated)
-7	1	CCOC(=O)c1c(C)[nH]c(C)c1C(=O)CSc1nnc(-c2ccncc2)n1Cc1ccccc1
5	7	Cc1ccc(C)c(N2CCN(S(=O)(=O)c3ccc4c(c3)CCN4C(=O)CCC(=O)O)CC2)c1
-8	6	CCOC(=O)c1c(N)sc(C(O)(C(F)(F)F)C(F)(F)F)c1-c1ccc(Cl)cc1
-2	10	COc1ccc(C(=O)Nc2nnc(-c3ccco3)s2)cc1
-1	9	O=C(Oc1ccc(-c2ccccc2)cc1)N1CCCCC1
4	8	Cc1ccc2cc(C(c3nnnn3C3CCCC3)N(Cc3ccco3)Cc3cccs3)c(=O)[nH]c2c1 (configuration not stated)
-2	0	COc1ccc(CCNC(=O)C(C)OC(=O)c2ccco2)cc1OC (configuration not stated)
4	4	CCn1c(SCC(=O)NCC2CCCO2)nnc1-c1ccccc1 (configuration not stated)
-2	3	Cc1cc(=O)oc(C)c1C(=O)Nc1cccc2ccccc12
-10	9	CC(=O)c1ccc(NC(=O)Nc2ccccc2)cc1
3	4	CCC(=O)Nc1cccc(C(=O)c2ccccc2)c1
-8	4	CCN(C(=O)c1ccc(NC(C)=O)cc1)c1ccccc1
-6	7	CSc1nnnn1-c1ccc(C(=O)O)cc1
-2	4	CCCNC(=O)N[C@@H](CCSC)C(=O)OC
-1	5	Cc1cc(C(=O)Nc2ccc(S(=O)(=O)N3CCCC3)cc2)cs1

Following part:
FXIa inh	FXIIa inh	Compound
4	5	CC(C)(C)NC(=O)COC(=O)c1cncc(Br)c1
5	6	CC1Cc2ccccc2N1C(=O)CN1C(=O)COc2ccccc21 (configuration not stated)
-4	11	CCCC(=O)Nc1nc(-c2ccc(OC)cc2)cs1
13	-11	O=C(CSc1ccc(Cl)cc1)NCC1CCCO1 (configuration not stated)
-3	25	Cc1cccc(C)c1NC(=O)CN1CCNCC1
15	-8	Cc1cccc(OCC(=O)O/N=C(\N)Cc2ccc(Cl)cc2)c1
-1	8	Cc1noc(C)c1C(=O)OCC(=O)/C=C1\N(C)c2ccccc2C1(C)C
-12	2	Cc1ccc(SCc2[nH]nc3c2C2(C(=O)Nc4ccc(F)cc42)C(C#N)=C(N)O3)cc1 (configuration not stated)
7	37*	O=C(Oc1ccc(Cl)c2cccnc12)c1ccco1
1	3	COCCCn1c(SCC(=O)Nc2ccc(C(C)=O)cc2)nc2ccccc2c1=O
24	-15	CCCCC(=O)Nc1cc(NC(=O)CC)ccc1Cl
1	2	CCO/C=N/c1c(C#N)c(CC#N)nn1-c1ccccc1
-26	-62	COC(=O)c1ccc(-c2sc3nc(N4CCOCC4)c4c(c3c2N)CCCC4)o1
13	0	CC1(C)Cc2ccccc2/C(=C/C(=O)N2CCCCCC2)N1
0	7	CC1/C(=N/O)CC(c2ccccc2)NC1c1ccccc1 (configuration not stated)
-2	-1	CCC(=O)Nc1nnc(C(C)(C)C)s1
2	8	Cc1nnc(SC(C)C(=O)N2CCc3ccccc32)s1 (configuration not stated)
-1	1	CCCOc1ccc(CC(=O)NCc2ccco2)cc1OC
-2	8	CCc1cccc(NC(=O)CSCc2cc(=O)[nH][nH]2)c1
6	8	Cc1cccc2sc(NC(=O)CN(C)S(=O)(=O)c3ccc(Br)s3)nc12
-32	-106	CCOP(=O)(OCC)c1nc(/C=C/c2ccccc2)oc1NCc1ccccc1
-5	6	CC(=O)c1c(C)[nH]c(C(=O)CSc2nc3ccc(C)cc3[nH]2)c1C
1	8	O=C(O)C1CCCCC1C(=O)Nc1ccccc1Nc1ccccc1 (configuration not stated)
0	14	OC(CN1CCN(c2ccccc2)CC1)Cn1c2ccccc2c2ccccc21 (configuration not stated)
-6	-5	COc1ccc(S(=O)(=O)N(C)CC(=O)N2CCN(Cc3ccccc3)CC2)cc1C
4	4	CCN(CCCNC(=O)CCc1nc(-c2ccc(OC)cc2)no1)c1cccc(C)c1
4	5	COc1ccccc1/C=C/C1(C(=O)NC2CCCC2)CC(=O)N1c1ccc(C)cc1 (configuration not stated)
8	5	COc1ccc(N2CCN(C(=O)c3ccc(OCc4c(C)noc4C)c(OC)c3)CC2)cc1
-11	6	CC(C)CC(=O)N1CCN(S(=O)(=O)c2ccc3ccccc3c2)CC1
0	-3	COCC(=O)Nc1ccc(C(C)C)cc1
-1	-2	COC(=O)c1ccccc1OC(=O)c1cccnc1
2	6	O=C(NCc1ccccn1)c1cc2n(n1)C(C(F)(F)F)CC(c1ccco1)N2 (configuration not stated)
8	20	COc1cc2nc(CN3C(=O)c4ccccc4C3=O)oc(=O)c2cc1OC
0	12	CCOc1ccc(OCCSc2nc3ccccc3o2)cc1
-5	10	O=C(Nc1ccccc1C(=O)O)c1ncn[nH]1
3	1	COc1ccc(-c2noc(-c3ccccc3-c3ccccc3)n2)cc1

High-throughput results (PubChem BioAssay)
